# Assay outcomes as filed in PubChem BioAssay.
# All columns: NCI-60 one-dose screen, growth in % after 48 h at 10 µM unless noted; 100 = growth as untreated, 0 = no growth, -100 = all killed.
# HOP-92 = HOP-92 NSCLC cells; actives 6.3% (n = 71,000)
# A549/ATCC = A549/ATCC NSCLC; actives 3.7% (n = 81,000); AID 1794740
# HOP-62 = HOP-62 NSCLC; actives 3.9% (n = 80,000); AID 1794735
# M14 = M14 melanoma; actives 6.2% (n = 80,000)
# RPMI-8226 = RPMI-8226 leukemia cells; actives 7.5% (n = 77,000)
# MOLT-4 = MOLT-4 leukemia cells. actives 6.9% (n = 80,000). AID 1794779
# EKVX = EKVX NSCLC | actives 3% (n = 71,000)
# CCRF-CEM = CCRF-CEM leukemia; actives 7% (n = 77,000); AID 1794778
# Starred values were filed as active, the others as inactive; nt = no result given; & = joins results of further samples. How the source made its calls: active means growth percent below 10; inactive means the rest.
SMILES,HOP-92,A549/ATCC,HOP-62,M14,RPMI-8226,MOLT-4,EKVX,CCRF-CEM
O=S(=O)(NCCCNc1nccc(-c2cn(-c3ccccc3)nc2-c2ccc(Cl)c(O)c2)n1)c1ccc(O)cc1,nt,83,nt,107,nt,89,94,nt
N#CC1(Nc2ccc3c4c(cccc24)CC3)CCCCC1,nt,95,93,113,77,70,102,59
CCN1CCN(c2cc(C(=O)Nc3nc(-c4cc(OC)c(OC)c(OC)c4)cs3)cc(C(F)(F)F)c2)CC1,42,81,83,42,57,44,65,59
Cc1cc(C)c2c(Nc3ncnc4c3sc3ncccc34)n[nH]c2n1,nt,100,89,97,96,101,nt,106
CC(C)[C@@H](O)CC[C@@H](C)[C@H]1CC[C@@]2(C)C3CC[C@H]4[C@@H](C)[C@@H](O)CC[C@@]45C[C@@]35CC[C@]12C (some centres undefined),96,76,89,102,99,98,106,100
Cc1c[nH]c(=O)n(C)c1=O,76,117,93,106,88,106,106,87
C#CC(O)c1ccccc1 (centres undefined),86,101,108,101,104,99,103,nt
COc1ccc(C(Cl)C(F)(F)F)cc1 (centres undefined),79,106,104,103,101,85,101,90
CCCCCCCCCC=O,nt,101,102,105,nt,95,nt,97
O=c1[nH]c2ccccc2s1,92&80,94&87&106,92&91&112,106&102&104,89&102&109,107&100&103,77&91&109,101&100&102
COc1ccc(-c2csc(NC(=O)COC(=O)/C=C/c3ccco3)n2)cc1,nt,94,100,120,94,112,114,128
O=c1c2ccccc2oc2ccc(OCCCCCN3CCCCCC3)cc12,94,72,92,32,57,47,90,82
O=C(c1ccc(-c2nc(CSc3nc4ccccc4s3)no2)cc1)N1CCSCC1,66,52,76,80,47,-1.5*,47,71
CCSCCC1(CCC(C)C)C(=O)NC(=Nc2ccccc2)NC1=O (centres undefined),82,83,94,92,74,nt,97,82
Cc1ccc(C2N3C(=O)CC[C@@H]3O[C@@H]3CCC(=O)N23)cc1 (some centres undefined),97,102,110,100,109,96,102,106
CN1CCN(Cc2ccc(NC(=O)c3[nH]ncc3Nc3ccnc4ccnn34)cc2)CC1,nt,81,94,57,111,46,100,55
CCCCCCCCC(=O)N1CCOCC1,103,107,98,106,108,100,109,105
CC(C)Sc1nc(NNC(N)=O)c(C#N)c(-c2ccc(F)cc2)n1,79,92,105,112,nt,91,93,96
COc1ccc(C(=O)CSc2nc(-c3ccc(OC)cc3)c(C#N)c(=O)[nH]2)cc1,86,86,85,97,96,88,96,95
COc1ccc(OCC(O)CN2CCN(c3ccccc3Cl)CC2)cc1 (centres undefined),103,85,107,105,153,103,92,124
C=CCSc1nnc(-c2ccc3nc(-c4ccccc4)[nH]c3c2)o1,116,103,114,95,93,98,99,111
COc1cc(-c2nc(NC(C)=O)sc2-c2ccnc(NCCN3CCN(C)S3(=O)=O)n2)ccc1Cl,88,91,104,57,90,93,101,91
O=CN1N=C(c2ccc(Nc3nc(NCCO)nc(NCCO)n3)cc2)CC1c1ccc(C(F)(F)F)cc1 (centres undefined),122,96,96,88,111,92,106,106
CC(C)CNCCCCC(=O)Nc1ccc(C(=O)OCC(C)C)cc1,73,101,99,107,94,78,92,84
Cc1ccccc1N1C(c2ccccc2)=NNC12C=CC(=O)c1c(O)cccc12 (centres undefined),137,68,31,76,84,101,80,119
# (more compounds)
SMILES,HOP-92,A549/ATCC,HOP-62,M14,RPMI-8226,MOLT-4,EKVX,CCRF-CEM
O=S(=O)(c1cccc(F)c1)N1CCN(c2nccc(-c3c(-c4cccc(F)c4)nc4sccn34)n2)CC1,51,40,115,92,64,54,82,72
CC(C)(N)CCl,95,112,nt,113,112,108,109,111
Nc1nc(Cl)cc(=O)n1Cc1ccccc1,88,95,98,93,100,87,94,99
NC(=O)OCCn1cc(-c2nc(-c3c[nH]c4ncccc34)cs2)c2ccccc21,49,37,39,12,25,20,42,22
COc1ccc(-c2cc(/C=C3\C(=O)Nc4ccccc43)[nH]n2)cc1OC,67,90,85,108,85,89,nt,94
CCOC(=O)C(C#N)C1CC2CCC1C2 (centres undefined),121,95,92,97,115,93,106,nt
Cc1ccc(-n2c(-c3ccccc3)c(-c3ccccc3)c3c4n(c(=S)nc32)CCN4)cc1,89,86,95,100,62,86,70,93
CCCCC1(C2CCCC2)NC(=O)NC1=O (centres undefined),75,103,109,nt,94,98,109,89
CC(=O)C1CC1,123,119,100,94,133,91,nt,101
C(=N\Nc1nc(-c2ccccc2)cs1)/c1nc2ccccc2n1C1CC1,72,100,100,96,100,112,94,101
COc1ccc(-c2nc3ccccc3[nH]2)cc1OC,96,109,91,117,98,97,94,104
CN1C(=O)/C(=C/c2ccc(C(=O)Nc3ncc(Cc4cccc(Cl)c4)s3)cc2)SC1=S,72,56,63,17,61,52,56,69
CNCCOCc1ccccc1,86,99,90,102,101,98,nt,93
NC(=O)CSC1=NC(c2cccc([N+](=O)[O-])c2)c2sc3ccc(Cl)cc3c2N1 (centres undefined),122,104,94,102,nt,96,76,122
CS(=O)(=O)c1nsc(N)n1,111,88,89,104,106,103,108,106
O=C(O)c1ccc2c(c1)C(=O)N(c1ccc(Oc3ccc(N4C(=O)c5ccc(C(=O)O)cc5C4=O)cc3)cc1)C2=O,nt,110,104,98,105,99,nt,99
CSc1nc2c(c(=O)n1C)C(c1ccc(F)cc1)C=C(C(=O)O)N2 (centres undefined),nt,107,107,99,105,101,nt,nt
Clc1ccc(-c2cc(-c3ccccc3)nc(Nc3nc4ccccc4[nH]3)n2)c(Cl)c1,159,92,103,103,93,91,105,96
O=C1/C(=C/C2=Cc3ccccc3OC2)SC(=S)N1N1CCOCC1,117,120,114,102,110,111,96,104
CN1C(=O)[C@@]2(Oc3ccccc3[C@H]3CC(c4ccc(Br)cc4)=NN32)c2ccccc21,110,103,100,111,102,107,100,99
Cc1ncc(-c2ccoc2)c(NC2CCCCCC2)n1,nt,101,102,101,105,84,nt,107
Cc1ccc(S(=O)(=O)Oc2ccc(-c3cn4ccsc4n3)cc2)cc1,100,104,104,106,90,92,102,104
CC(C)(C#N)OC(=O)Nc1c(Cl)cccc1Cl,96,106,98,106,100,108,97,104
CCOC(=O)c1cnccc1NC1CCCCC1,95,80,99,98,106,102,108,106
COC(=O)[C@]1(C(C)C)N[C@H](c2cn(-c3ccccc3)nc2C)[C@@H]2C(=O)N(c3ccccc3)C(=O)[C@@H]21,nt,103,108,105,nt,nt,111,nt
# (more compounds)
SMILES,HOP-92,A549/ATCC,HOP-62,M14,RPMI-8226,MOLT-4,EKVX,CCRF-CEM
O=[N+]([O-])c1cccc(-c2nc3sccn3c2-c2ccnc(NCCNS(=O)(=O)c3cccc4ccccc34)n2)c1,90,88,115,111,84,77,93,97
COc1cc(NC(=O)c2cncnc2Nc2ccc(OCc3cccc(F)c3)c(Cl)c2)cc(OC)c1,95,59,91,88,91,66,102,96
CCSc1oc(-c2ccccc2)nc1S(=O)(=O)c1ccccc1,63,102,92,104,94,82,82,97
CSc1nnc2c3cc(Br)cc(Br)c3n(C)c2n1,nt,101,89,97,85,91,nt,90
Cc1ccc2c(c1)C(=O)N(Cc1ccc(S(N)(=O)=O)cc1)C2=O,97,97,91,115,97,99,94,93
C/C=C/C(=O)OCCN1CCN(C(=O)/C=C/C)CC1,86,103,101,106,103,nt,104,94
Cc1oc(-c2ccc3cccnc3n2)nc1CNC1CCCCCC1,105,103,104,110,104,104,104,106
CNc1ccc2c(c1)Cc1ccccc1-2,105,104,98,105,101,109,66,100
Nc1ncnc2c1C(c1ccc(O)cc1)c1sc3c(F)cccc3c1O2 (centres undefined),98,106,92,102,98,117,92,98
O=C(Cn1ccc(Nc2ccccc2)cc1=O)Nc1ccccc1C(=O)c1ccccc1,100,103,92,102,107,107,nt,108
C=CCN1C(=O)CS/C1=N/S(=O)(=O)c1ccc(NNc2c3ccccc3nc3ccccc23)cc1,86,93,93,102,68,75,94,88
CC(C)C1=C[C@@]23CC[C@@H]4[C@](C)(CCC[C@@]4(C)C(=O)OCC#CCN4CCOCC4)[C@H]2C[C@@H]1[C@H]1C(=O)OC(=O)[C@H]13,88,87,96,87,61,93,76,74
COc1ccc(NC(=O)c2cccc(-c3cc(=O)c4c(O)c(OC)c(OC)cc4o3)c2)cc1,24,81,72,nt,93,103,nt,84
CCOC(=O)Cn1c(O)c(N=Nc2ccc(S(N)(=O)=O)cc2)c2ccccc21,90,94,102,99,86,97,91,91
NS(=O)(=O)c1cccc(N/C=C/C(=O)c2ccccc2)c1,128,107,108,106,102,109,106,109
O=C(CCCCCCNC(=O)C(O)(O)C(F)(F)F)Nc1ccc(-c2ccccc2)cc1,-14*,8.7*,-4.5*,21,15,14,34,24
Cc1cc(Cl)ccc1N=C(N)N,90,98,113,101,111,nt,nt,108
CC(=O)c1c(C)[nH]c(-c2nc3ccc(N4CCN(C)CC4)cc3[nH]2)c1-c1ccccc1,30,38,33,95,3.7*,51,35,49
O=C1OCC/C1=C\c1ccc2c(c1)OCO2,nt,111,108,101,nt,110,101,102
COc1ccc(-c2nnc3c4c(ncn23)N(C)c2ccccc2C(C)C4)cc1 (centres undefined),87,90,111,92,84,84,84,104
CN(NC(=O)c1cnccn1)c1nc2cc(F)ccc2n2cccc12,70,58,49,60,72,41,59,38
CC[C@@H](C)[C@H](NC(=O)Cn1cc(CN)nn1)C(=O)O,100,96,106,114,105,113,99,106
CN1CCN(Cc2ccc(C(=O)Nc3cccc(Nc4ccc5cc(O)ccc5n4)c3)cc2C(F)(F)F)CC1,-46*,-11*,-67*,-40*,-51*,-41*,-41*,-37*
CCn1cc(C2=C(c3cn(C)c4ncccc34)C(=O)NC2=O)c2cccnc21,81,65,73,82,85,82,55,66
ClCCCOCCCCl,97,99,91,103,nt,100,nt,97
# Carrying on:
SMILES,HOP-92,A549/ATCC,HOP-62,M14,RPMI-8226,MOLT-4,EKVX,CCRF-CEM
C[Si](C)(CCC(=O)O)O[Si](C)(C)CCC(=O)O,91,98,105,96,98,95,95,nt
CNc1ncnc2c1cnn2-c1ccccc1,79,110,100,101,106,98,71,110
Nc1nc(N)c2cc(C=O)ccc2n1,98,92,97,91,94,97,nt,95
CC1(C)C2CCC1(C)C(S)C2 (centres undefined),104,99,97,93,101,95,nt,101
CC/C(=C(/c1ccc(O)cc1)c1ccc(OCCN2CCCCCC2)cc1)c1ccccc1,109,92,98,102,115,91,100,97
OC(COc1ccccc1)COc1ccccc1,nt,99,83,105,105,79,96,105
O=C(CN1CCOCC1)Nc1ccc(-c2nc3ccccc3s2)cc1,83,94,106,101,94,99,nt,95
COc1ccc(NC(=O)NCCO)cc1,74,104,106,100,97,107,104,101
Nc1cc(C(=O)N/N=C/c2ccc(OC(F)F)c(Oc3ccccc3)c2)nn1CC(O)c1ccccc1 (centres undefined),109,91,136,110,85,82,102,103
CCCCOc1c(N)cc(Cl)cc1C(=O)OCCN(CC)CC,90,87,92,107,100,58,104,73
O=CN1N=C(c2ccccc2)CC1c1cn(Cc2ccc(Cl)cc2)c2ccccc12 (centres undefined),70,70,76,106,50,46,49,67
CCCCCCCCCCCCSCCCC(=O)O,100,97,101,96,107,98,97,107
CCCCc1ccc(NC(=O)Nc2ccc3oc(=O)ccc3c2)cc1,95,92,90,92,106,nt,71,93
CNC(=O)c1cccc(N2CCc3c2ccc(NC(=O)Nc2ccc(F)c(C(F)(F)F)c2)c3F)c1,104,76,97,77,59,73,89,75
O=c1[nH]c(NC2CCCC2)nc2sc3c(c12)CCCC3,97,75,90,92,113,82,84,111
CCCCn1c(=O)c(-c2cc(-c3ccc(Cl)cc3)nc(-c3ccc(Cl)cc3)c2)cc2cc(OC)ccc21,92,94,101,96,nt,96,94,95
CCCCC(NC(=O)CCN1C(=O)/C(=C/C(C)=C/c2ccccc2)SC1=S)C(=O)O (centres undefined),nt,98,102,98,93,98,100,101
Cc1cc(N2CCN(CC(=O)Nc3ccc4c(ccn4C)c3)CC2)nc(Cl)n1,100,96,91,107,100,101,100,93

# Filtered by structure: the compounds so far with fluorine
SMILES,HOP-92,A549/ATCC,HOP-62,M14,RPMI-8226,MOLT-4,EKVX,CCRF-CEM
CCN1CCN(c2cc(C(=O)Nc3nc(-c4cc(OC)c(OC)c(OC)c4)cs3)cc(C(F)(F)F)c2)CC1,42,81,83,42,57,44,65,59
COc1ccc(C(Cl)C(F)(F)F)cc1 (centres undefined),79,106,104,103,101,85,101,90
CC(C)Sc1nc(NNC(N)=O)c(C#N)c(-c2ccc(F)cc2)n1,79,92,105,112,nt,91,93,96
O=CN1N=C(c2ccc(Nc3nc(NCCO)nc(NCCO)n3)cc2)CC1c1ccc(C(F)(F)F)cc1 (centres undefined),122,96,96,88,111,92,106,106
O=S(=O)(c1cccc(F)c1)N1CCN(c2nccc(-c3c(-c4cccc(F)c4)nc4sccn34)n2)CC1,51,40,115,92,64,54,82,72
CSc1nc2c(c(=O)n1C)C(c1ccc(F)cc1)C=C(C(=O)O)N2 (centres undefined),nt,107,107,99,105,101,nt,nt
COc1cc(NC(=O)c2cncnc2Nc2ccc(OCc3cccc(F)c3)c(Cl)c2)cc(OC)c1,95,59,91,88,91,66,102,96
Nc1ncnc2c1C(c1ccc(O)cc1)c1sc3c(F)cccc3c1O2 (centres undefined),98,106,92,102,98,117,92,98
O=C(CCCCCCNC(=O)C(O)(O)C(F)(F)F)Nc1ccc(-c2ccccc2)cc1,-14*,8.7*,-4.5*,21,15,14,34,24
CN(NC(=O)c1cnccn1)c1nc2cc(F)ccc2n2cccc12,70,58,49,60,72,41,59,38
CN1CCN(Cc2ccc(C(=O)Nc3cccc(Nc4ccc5cc(O)ccc5n4)c3)cc2C(F)(F)F)CC1,-46*,-11*,-67*,-40*,-51*,-41*,-41*,-37*
Nc1cc(C(=O)N/N=C/c2ccc(OC(F)F)c(Oc3ccccc3)c2)nn1CC(O)c1ccccc1 (centres undefined),109,91,136,110,85,82,102,103
CNC(=O)c1cccc(N2CCc3c2ccc(NC(=O)Nc2ccc(F)c(C(F)(F)F)c2)c3F)c1,104,76,97,77,59,73,89,75
